# PrPC TRFRET: inhibitors of human cell surface prion protein PrPC, primary screen, cell-based, TR-FRET | Major prion protein (Homo sapiens), P04156 | TR-FRET read-out | inhibition, % at 13.8 µM | hit rate 0.43% among 370,000; in the data active means inhibition above about 24%; further: 0% = median of the test wells and 100% = reference compound wells
# TcdB inh: TcdB glycohydrolase inhibitors, primary screen, biochemical, single point, plate reader. hit rate 0.24% among 350,000. TcdB glycohydrolase enzymatic assay. AID 652162, 2013. Toxin B (Clostridioides difficile), P18177. inhibition, % at 9.99 µM; in the data active means inhibition above about 10%
# Yp Topo-I inh: Yersinia pestis topoisomerase I inhibitors, primary screen, biochemical, cleavage product accumulation, plate reader, single point | Y. pestis Topo-I cleavage product accumulation | activity, % at 10 µM | hit rate 0.064% among 360,000 | DNA topoisomerase I (Yersinia pestis CO92); in the data active means activity above about 50%, passing the limit was not always enough; inconclusive means no clear call, values can overlap the other calls; further: inactives centre near 2
# Vc quorum ag: inducers of Vibrio cholerae quorum light production without autoinducers, primary screen, BH1578 luxS cqsA deficient, single point | AID 588436, 2011 | V. cholerae BH1578 lux reporter, luminescence, 6 h | hit rate 0.16% among 350,000 | activation, % at 18.7 µM; in the data active means activation mostly above about 9.7%, no sharp cut-off; inconclusive means no clear call, values can overlap the other calls; inactive means mostly below about 3.7%; further: not every result past the cut was called active; inactives centre near 0; reference of the scale not given here
# Anthrax LF prot: Bacillus anthracis LF protease inhibitors, primary screen, biochemical, multiplex microsphere, MLPCN library; Lethal factor (Bacillus anthracis), P15917; multiplex microsphere protease cleavage assay; inhibition, % at 10 µM; hit rate 0.12% among 360,000; AID 588501, 2011; further: plate controls were buffer without enzyme for full effect and enzyme alone for no effect
# PriA SSB inh: inhibitors of Klebsiella pneumoniae PriA binding to SSB C-terminal tail, primary screen, biochemical, AlphaScreen. PriA–SSB C-terminal tail interaction (Klebsiella pneumoniae). AlphaScreen SSBct-PriA binding, biotinylated peptide. inhibition, % at 33 µM. hit rate 0.6% among 430,000. AID 1272365, 2023; in the data active means inhibition mostly above about 37%, no sharp cut-off; inactive means mostly below about 20%;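 further: plate controls were negative control peptide for no effect and reference peptide for full effect; strong numbers were not always called active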
# 3CLpro inhibitor: SARS-CoV 3CLpro protease inhibitors, primary screen, biochemical, quenched FRET; Replicase polyprotein 1ab (Severe acute respiratory syndrome coronavirus), P0C6X7; recombinant SARS-CoV 3CLpro, quenched FRET peptide cleavage; inhibition, % at 6 µM; hit rate 0.14% among 290,000; in the data active means inhibition above about 12%
# BoNT-A LC inh2: BoNT/A light chain protease inhibitors, primary screen, biochemical, flow cytometry, MLPCN library; multiplex microsphere protease substrate cleavage; inhibition, % at 10 µM; hit rate 0.17% among 360,000; AID 588499, 2011; further: plate controls were buffer without enzyme for full effect and enzyme alone for no effect
# PfHsp40 yeast: rescue of yeast from PfHsp40 toxicity, primary screen, S. cerevisiae, ATP luminescence | hit rate 0.68% among 340,000 | S. cerevisiae expressing PfHsp40, growth rescue | AID 504582, 2011 | growth rescue, % at 12.5 µM; in the data active means growth rescue above about 28%, passing the limit was not always enough; inconclusive means no clear call, values can overlap the other calls;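 further: yeast W303a lacking pdr1 and pdr3 grown in galactose medium; growth measured after three days at 30 °C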
# * hit, by the source's call; i = inactive; u = inconclusive; x = not tested or not shown; & = joins results of further samples. Unless noted, no stated cut-off is given here; in the data, active means inhibition above about 30%; inconclusive means no clear call, values can overlap the other calls; inactive means below that.
SMILES,PrPC TRFRET,TcdB inh,Yp Topo-I inh,Vc quorum ag,Anthrax LF prot,PriA SSB inh,3CLpro inhibitor,BoNT-A LC inh2,PfHsp40 yeast
O=C(Nc1ccc(S(=O)(=O)N2CCOCC2)cc1)C1CC(=O)N(c2ccc(F)cc2)C1 (stereo not drawn),-2,-0.9,-6,-0.2,0,0,-3,1.9,-1.6
COc1ccc(C(=O)c2c[nH]c(C(=O)NCC3CCCO3)c2)cc1 (stereo not drawn),-6,x,-6,i,3,-21,-1,-0.5,0.0
O=C1C=C(N2CCCCCC2)C2(CCCCC2)O1,13,-0.6,8,i,-5,-16,3,0.1,-1.9
O=C(CNCc1cccnc1)Nc1cc(C(F)(F)F)ccc1N1CCOCC1,1,0.9,-12,-2.3,-7,-1,3,-0.1,0.1
COc1ccc(-c2c(C#Cc3ccsc3)c3cc(Br)ccc3n2C)cc1,-3,x,-5,i,-1,-13,x,0.0,4.1
CCOC(=O)Nc1ccc(OCc2nnc3c4ccccc4c(C)nn23)cc1,5,0.7,-7,i,-3,0,1,-1.1,-0.2
COc1ccc(C(CNC(=O)c2cccn2C)N2CCOCC2)cc1 (stereo not drawn),4,-5.8,5,1.5,-3,2,x,-2.6,-0.7
CCc1ccccc1NC(=S)NC1CC2CCC(C1)N2Cc1ccco1 (stereo not drawn),-2,1.0,8,-0.4,1,-1,3,-0.4,-1.8
Cc1ccc(CN2C(=O)CCC2C(=O)NCc2ccc(F)cc2)cc1 (stereo not drawn),-7,x,0,-0.8,-8,-2,1,0.0,63*
CC(=O)NN=C(C)c1ccc(NC(=O)C2CC2)cc1,7,1.1,7,i,-4,x,x,-0.1,x
Cc1ccccc1OCCCn1c(CO)nc2ccccc21,5,3.9,23,i,0,2,5,-0.5,5.3
CC(C)N1CC(C(=O)Nc2ccc(Cl)cc2Cl)CC1=O (stereo not drawn),5,-5.8,4,1.5,-9,x,x,-0.5,x
CCN(CC)S(=O)(=O)c1ccc(C)c(NC(=O)COc2ccc(Cl)cc2Br)c1,5,-1.1,-6,1.7,3,5,0,-0.4,-2.1
COc1ccc(Cl)cc1NC(=O)CN1CCC(n2nnc3cc(C)ccc32)CC1,1,x,17,0.1,3,-12,-10,0.0,2.4
O=C(C1CC(=O)N(c2ccccc2)C1)N1CCN(C2=NS(=O)(=O)c3ccccc32)CC1 (stereo not drawn),0,x,6,-0.2,0,2,-3,-1.0,-0.8
Cc1cccn2c(=O)c(C=C(C#N)C#N)c(N3CCN(c4ccccc4)CC3)nc12,-1,1.7,30,i,-6,9,0,-8.7,4.7
O=C(COC(=O)Cn1cc(C(F)(F)F)ccc1=O)Nc1ccc(Br)cc1F,1,1.6,-10,-0.9,2,-8,x,2.0,0.5
N#Cc1nc(-c2ccc(Cl)cc2)oc1N1CCCCC1,-4,x,12,0.5,-3,65*,-2,-2.7,1.2
O=C(NCc1ccncc1)C(=O)NCC1OCCN1S(=O)(=O)c1ccc(F)cc1 (stereo not drawn),9,0.0,3,i,0,-7,-3,0.1,-0.1
CCOc1cc(NC(=O)c2ccccn2)c(OCC)cc1NC(=O)c1ccc(Cl)cc1,5,1.5,-15,-0.6,2,-17,-2,2.5,-0.7
CCOc1ccccc1NC(=O)CCC(=O)Nc1ccccc1OCC,8,x,3,i,-1,0,2,-0.1,-0.4
Cc1cnc(C(=O)Nc2ccc(C(C)C)cc2)cn1,-1,1.2,1,-0.2,-1,-5,-1,-0.2,0.0
O=C(CSc1ncccc1C(=O)O)c1cccc(C(F)(F)F)c1,-3,0.4,0,-0.2,-2,-1,4,-0.2,0.9
Cc1c(C(=O)N2CCN(C(=O)c3ccco3)CC2)sc2nc(-c3ccc(F)cc3)cn12,-6,1.0,27,-0.4,-7,-3,-1,0.2,0.3
COc1ccc(N=C2C(=Nc3ccc(OC)cc3)N(c3ccc(OC)cc3)C(=S)N2C)cc1,x,x,0,i,-5,52,3,0.1,2.5
COCOc1ccc(-c2cc(=O)c3c(O)cc(OCOC)cc3o2)cc1,10,-0.5,1,-0.3,-8,-3,x,-0.7,-1.5
COc1ccc(-c2nc(C#N)c(NCCCN(C)C)o2)cc1OC,3,x,-21,0.9,-4,-6,-2,0.9,-1.8
O=C(Cn1cnc2c(cnn2-c2ccc(F)cc2)c1=O)N1CCN(c2ccccc2)CC1,4,x,9,i,-7,2,-1,-0.6,-0.5
COC(=O)C(C)Sc1ncnc2c1nnn2-c1ccc(F)cc1 (stereo not drawn),-1,x,7,i,-2,-13,5,0.1,-0.1
C[C@@H]1CN([C@@H](C)CO)C(=O)Cc2cc(NC(=O)Nc3cccc4ccccc34)ccc2O[C@@H]1CN(C)Cc1ccc(C(F)(F)F)cc1,4,1.5,-13,-0.4,-6,5,x,-0.5,1.6
CC(C)Oc1ccc(CCc2nnc(SCC(=O)O)n2-c2ccccc2)cc1,5,-1.4,12,i,-2,0,3,-0.5,-2.0
COc1ccc(NC(=O)c2ccco2)cc1NC(=O)COc1ccccc1[N+](=O)[O-],0,0.5,1,i,-8,-6,-2,-1.4,0.1
CCOC(=O)c1c(-c2cccc(C)c2)csc1NC(=O)c1c(-c2ccccc2)noc1C,2,x,9,i,-5,-14,6,-0.5,-1.7
O=C1CN(C(=O)CSc2nc(-c3ccc(Cl)cc3)cs2)c2ccccc2N1,2,0.5,16,-0.3,2,0,4,1.4,1.4
CC(C)C[C@H]1CN(CCCC[C@@H]2CNC(=O)C(=O)N2Cc2ccccc2)C(=O)C(=O)N1CCC1CCCCC1,0,0.4,x,x,-2,x,x,-0.2,x
Nc1nnnn1CC(=O)N/N=C/c1ccccn1,6,1.7,1,-0.6,u,i,0,6.7,0.9
NC(=O)/C(=N\O)c1ccccc1,4,x,1,3.1,-8,x,8,0.3,0.5
CCCn1cnc2c(SCc3ccccn3)nc(N)nc21,-10,1.6,2,-1.8,3,-7,x,-0.1,-1.6
Cc1ccc(OCCn2cc(/C=C(\C#N)C(=O)NCC3CCCO3)c3ccccc32)cc1C (stereo not drawn),1,-1.4,13,i,-2,-1,5,0.0,0.6
O=C(N/N=C/c1ccc(-c2ccccc2[N+](=O)[O-])o1)[C@H]1C[C@@H]1c1ccccc1,-6,-1.1,-9,-0.2,-3,x,3,-0.3,0.1
CCO[C@@H]1c2c(ccc3ccc(=O)oc23)OC(C)(C)[C@@H]1O,-1,-0.2,4,0.0,-4,0,x,0.0,-1.7
COc1ccccc1N(C(=O)CNC(=O)c1ccco1)C(C(=O)NC1CCCC1)c1ccncc1 (stereo not drawn),-7,x,2,x,0,-7,2,0.6,0.3
O=C1C(Cl)=C(NCCCN2CCOCC2)C(=O)c2ccccc21,-61,-0.3,-8,-1.7,-6,-1,x,-0.2,-1.4
Cc1ccc(NC(=O)C2CCN(S(=O)(=O)c3c(C)noc3/C=C/c3ccco3)CC2)nc1,6,x,-5,i,2,-4,0,0.0,0.9
CN(CC(=O)Nc1cccc(F)c1)C(=O)CN1C(=O)C2CCCCC2C1=O (stereo not drawn),5,0.8,2,-0.4,-6,-10,x,-0.2,-1.1
O=C(N[C@@H](Cc1ccccc1)C(=O)OCC(=O)N1CCOCC1)c1cccs1,-2,1.2,8,i,3,-6,0,1.1,-0.4
CCN(c1ccccc1)S(=O)(=O)c1ccc(C(=O)N(CCCN(C)C)c2nc3cc4c(cc3s2)OCO4)cc1,-13,-0.9,-3,i,-5,32&37,0,0.4,2.0
Cc1ccc(C)c(N2CCN(C(=O)CCCn3c(=S)[nH]c4cc5c(cc4c3=O)OCO5)CC2)c1,4,x,2,i,0,-5,-1,-2.8,-0.3
Cc1c(Cl)c([N+](=O)[O-])nn1Cc1ccc(C(=O)NN)o1,-9,-2.8,7,-0.7,x,-10,-3,x,0.3
C=CCNC(=O)COC(=O)c1ccc(Cl)c(S(=O)(=O)N(Cc2ccccc2)c2ccccc2)c1,11,1.9,39,i,-2,1,4,0.3,7.5
CNS(=O)(=O)c1cccc(C(=O)OCC(=O)c2ccc3[nH]c(=O)[nH]c3c2)c1,3,1.1,-2,11,-11,3,x,-0.1,-0.1
FC(F)(F)c1cccc(-c2noc(CN3CCOCC3)n2)c1,1,x,-1,i,0,1,2,0.3,-0.5

# Shown as tab-separated lines: entries from further up
Molecule	PrPC TRFRET	TcdB inh	Yp Topo-I inh	Vc quorum ag	Anthrax LF prot	PriA SSB inh	3CLpro inhibitor	BoNT-A LC inh2	PfHsp40 yeast
Nc1nnnn1CC(=O)N/N=C/c1ccccn1	6	1.7	1	-0.6	u	i	0	6.7	0.9
NC(=O)/C(=N\O)c1ccccc1	4	x	1	3.1	-8	x	8	0.3	0.5
CCCn1cnc2c(SCc3ccccn3)nc(N)nc21	-10	1.6	2	-1.8	3	-7	x	-0.1	-1.6
Cc1ccc(OCCn2cc(/C=C(\C#N)C(=O)NCC3CCCO3)c3ccccc32)cc1C (stereo not drawn)	1	-1.4	13	i	-2	-1	5	0.0	0.6
O=C(N/N=C/c1ccc(-c2ccccc2[N+](=O)[O-])o1)[C@H]1C[C@@H]1c1ccccc1	-6	-1.1	-9	-0.2	-3	x	3	-0.3	0.1
CCO[C@@H]1c2c(ccc3ccc(=O)oc23)OC(C)(C)[C@@H]1O	-1	-0.2	4	0.0	-4	0	x	0.0	-1.7
COc1ccccc1N(C(=O)CNC(=O)c1ccco1)C(C(=O)NC1CCCC1)c1ccncc1 (stereo not drawn)	-7	x	2	x	0	-7	2	0.6	0.3
O=C1C(Cl)=C(NCCCN2CCOCC2)C(=O)c2ccccc21	-61	-0.3	-8	-1.7	-6	-1	x	-0.2	-1.4
Cc1ccc(NC(=O)C2CCN(S(=O)(=O)c3c(C)noc3/C=C/c3ccco3)CC2)nc1	6	x	-5	i	2	-4	0	0.0	0.9
CN(CC(=O)Nc1cccc(F)c1)C(=O)CN1C(=O)C2CCCCC2C1=O (stereo not drawn)	5	0.8	2	-0.4	-6	-10	x	-0.2	-1.1
O=C(N[C@@H](Cc1ccccc1)C(=O)OCC(=O)N1CCOCC1)c1cccs1	-2	1.2	8	i	3	-6	0	1.1	-0.4
CCN(c1ccccc1)S(=O)(=O)c1ccc(C(=O)N(CCCN(C)C)c2nc3cc4c(cc3s2)OCO4)cc1	-13	-0.9	-3	i	-5	32&37	0	0.4	2.0
Cc1ccc(C)c(N2CCN(C(=O)CCCn3c(=S)[nH]c4cc5c(cc4c3=O)OCO5)CC2)c1	4	x	2	i	0	-5	-1	-2.8	-0.3
Cc1c(Cl)c([N+](=O)[O-])nn1Cc1ccc(C(=O)NN)o1	-9	-2.8	7	-0.7	x	-10	-3	x	0.3
C=CCNC(=O)COC(=O)c1ccc(Cl)c(S(=O)(=O)N(Cc2ccccc2)c2ccccc2)c1	11	1.9	39	i	-2	1	4	0.3	7.5
CNS(=O)(=O)c1cccc(C(=O)OCC(=O)c2ccc3[nH]c(=O)[nH]c3c2)c1	3	1.1	-2	11	-11	3	x	-0.1	-0.1
FC(F)(F)c1cccc(-c2noc(CN3CCOCC3)n2)c1	1	x	-1	i	0	1	2	0.3	-0.5

# Screening results: PubChem, several laboratories

# The list is partial. The share of hits here may be higher or lower than overall.
